Assay outcomes as filed in PubChem BioAssay.
Sm TGR inh: inhibitors of Schistosoma mansoni thioredoxin glutathione reductase. Potency, µM (highest dose often 114 µM), without a hit: at the highest dose activity change, negative = inhibition, hits mostly inhibitors. purified TGR, DTNB reduction, TNB absorbance 405 nm. 360,000 compounds, 3% hits. AID 485364. Q962Y6; note: potency is the fitted concentration of half-maximal effect; nearly all actives have a fitted effect of over 60% in size
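Kinetic colorimetric format: TGR-catalysed, NADPH-driven DTNB reduction monitored via TNB absorbance. Enzyme dispensed at 20 nM; compound exposure 15 min at room temperature before reaction start.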
HCV inh: HCV inhibition; Potency, µM (top dose mostly 41.8 µM), without a hit: at the highest dose activity change, negative = inhibition, actives largely listed as inhibitors; AID 651820; 340,000 compounds, 3.4% hits; Huh7.5.1 HCVcc-Cre infection, luciferase reporter, 44 h; note: potency is the fitted concentration of half-maximal effect
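Seed cells (1,000/well) for 4 h; treat with compound and infect with HCVcc-Cre, moi about 0.5. Incubate 44 h, then detect luciferase activity.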
HCMV antiviral: inhibitors of human cytomegalovirus | 410,000 compounds, 4.5% hits | HFF cells, HCMV-luciferase reporter, 72 h; active compounds read low | AID 1259415 | activity change, negative = inhibition, % at 57.5 µM; in the data active = activity change below about -60%; inconclusive = no clear call, values can overlap the other calls; inactive = above about -39%
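Two compound doses tested in HFFs infected with HCMV-luciferase, MOI 1 PFU/cell, 72 h at 37C. Lysate luminescence read with OneGlo; data normalized against buffer-only and 10uM Salinomycin inhibitor controls.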
AMA1 RON2 block: inhibitors of Plasmodium falciparum AMA1-RON2 interaction | 360,000 compounds, 0.2% hits | AlphaScreen AMA1-biotinylated RON2 peptide binding | Potency, µM (series often up to 58.2 µM), without a hit: top-dose activity change, negative = inhibition, hits mostly inhibitors;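 note: potency is the fitted concentration of half-maximal effect; 0% = vehicle wells and -100% = peptide control; nearly all actives have a fitted effect of over 45% in size; some results filed as inactive show a strong effect at the top dose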
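AMA1 (3D7) with his tag at 25 nM final met compounds first, then biotinylated RON2 peptide at 25 nM; detection used donor plus acceptor beads, 10 µg/mL apiece, read by AlphaScreen after 30 min at room temperature.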
FBPA Giardia inh: Giardia lamblia aldolase inhibition; A8B2U2; 290,000 compounds, 0.71% hits; Potency, µM (series often up to 59.6 µM), without a hit: at the highest dose activity, negative = inhibition, actives largely listed as inhibitors; purified Giardia FBPA; note: potency is the fitted concentration of half-maximal effect; nearly all actives have a fitted effect of over 55% in size
Target sequence (A8B2U2 whole entry, looked up): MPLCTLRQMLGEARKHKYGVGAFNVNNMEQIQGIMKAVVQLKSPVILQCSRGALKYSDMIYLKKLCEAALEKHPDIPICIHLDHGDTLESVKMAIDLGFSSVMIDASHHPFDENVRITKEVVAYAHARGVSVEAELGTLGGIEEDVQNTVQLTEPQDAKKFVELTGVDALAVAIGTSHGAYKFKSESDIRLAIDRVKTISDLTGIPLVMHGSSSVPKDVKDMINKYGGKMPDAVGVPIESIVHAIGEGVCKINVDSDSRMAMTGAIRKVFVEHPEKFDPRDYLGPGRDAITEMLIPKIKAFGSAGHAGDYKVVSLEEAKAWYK
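Giardia FBPA (40 nM reagent) was preincubated 10 min at RT with compound (up to 57.5 uM final), then substrate plus GAPDH/TPI/NAD/arsenate coupling system with diaphorase/resazurin was added; resorufin fluorescence (525/598 nm) was read after 20 min.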
AmpC detergent: inhibitors of E. coli AmpC beta-lactamase with detergent; Potency, µM (highest dose often 114 µM), for inactives: at the highest dose activity change, negative = inhibition, most hits filed as inhibitors; P00811; 370,000 compounds, 0.041% hits; AID 485294; AmpC hydrolysis of nitrocefin, absorbance 480 nm, 0.01% Triton;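 note: potency is the fitted concentration of half-maximal effect; 0% = no-compound wells and -100% = no-enzyme wells; nearly all actives have a fitted effect of over 25% in size; some results filed as inactive show a strong effect at the top dose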
Target sequence (P00811 whole entry, looked up): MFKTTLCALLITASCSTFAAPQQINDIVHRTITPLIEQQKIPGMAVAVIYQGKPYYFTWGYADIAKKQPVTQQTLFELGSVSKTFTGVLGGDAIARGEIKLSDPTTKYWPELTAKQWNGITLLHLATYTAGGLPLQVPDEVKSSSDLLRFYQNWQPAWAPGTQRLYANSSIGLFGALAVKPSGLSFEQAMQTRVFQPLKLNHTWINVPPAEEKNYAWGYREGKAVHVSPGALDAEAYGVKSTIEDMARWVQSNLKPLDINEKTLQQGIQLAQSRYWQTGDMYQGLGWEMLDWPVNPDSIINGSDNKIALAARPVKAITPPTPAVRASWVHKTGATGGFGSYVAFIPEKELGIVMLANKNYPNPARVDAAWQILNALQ
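AmpC (5.3 nM in the dispensed reagent) in 20 mM phosphate pH 7.0 with 0.01% (detergent screen) or 0.0001% Triton X-100 was preincubated with compounds for 15 min at room temperature. Nitrocefin was then added from an 800 uM solution, and hydrolysis was followed at 480 nm.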
* marks the source's active call; other numbers are inactive results; ? = inconclusive; . = no result given; [ ] = remark or other dose. Unless noted, calls come from the whole dose curve; as a rule, active = well fitted curve in the direction sought with a large enough effect; inconclusive = small, poorly fitted or top-dose-only effect, or another doubt; inactive = no such curve, though single readings can be large; an effect the other way counts as inactive or inconclusive. Unless noted, % is set by controls: 0 for no effect and ±100 for the full control effect.

| SMILES | AmpC detergent | HCV inh | HCMV antiviral | Sm TGR inh | AMA1 RON2 block | FBPA Giardia inh |
| --- | --- | --- | --- | --- | --- | --- |
| O=C(Cn1cc(S(=O)(=O)Cc2ccc([N+](=O)[O-])cc2)c2ccccc21)N1CCOCC1 | ? | 15% | 11 | -8% | 11% | . |
| COC(C/C=C/C(=O)COCc1ccccc1)OC | -1% | 56%[activator] | 2 | 16µM* | 2% | 7% |
| O=C(N/N=C/c1c[nH]c2ccccc12)C1CC1(c1ccccc1)c1ccccc1 (configuration not stated) | -6% | ? | 68 | -12% | 12% | -8% |
| O=S(=O)(c1ccc(Br)cc1)N1CCn2cccc2C1c1ccc(Br)cc1 (configuration not stated) | -5% | . | -22 | ? | . | . |
| CCOc1ccc(/C=C2\SC(=S)N(CCC(=O)Nc3ccccc3C(=O)O)C2=O)cc1 | 3% | 0% | 31 | -2% | -8% | -4% |
| COC(=O)c1cccc(NC(=O)c2ccc3c(c2)C(=O)N(Cc2cccnc2)C3=O)c1 | -2% | 15% | 4 | -11% | -13% | . |
| CC1(/[N+]([O-])=C/c2ccc(Cl)cc2Cl)CCCCC1=O (configuration not stated) | -3% | 14% | 1 | 5% | -12% | 3% |
| O=C1N=C(N2CCN(c3ccccc3)CC2)SC1Cc1ccccc1 (configuration not stated) | 2% | 2% | -28 | 9% | -6%[2.32 µM] | 4% |
| CC(=O)Nc1ccc(C(=O)OCC(=O)NC(=O)NC(C)(C)C)cc1 | ? | 16% | 2 | -9% | -12% | 1% |
| COc1cc(OC)cc(C(=O)NC(=S)Nc2ccc3oc(=O)ccc3c2)c1 | 2% | 11% | 6 | 7% | 16% | . |
| c1coc(Cn2nnnc2CN2CCN(C3CCCCC3)CC2)c1 | -21% | 7% | -14 | -6% | 46% | -4% |
| CSC1=N/C(=C\c2cccnc2)C(=O)N1c1ccccc1 | ? | -24% | ? | 0% | 18% | 1% |
| O=C(COC(=O)/C=C/c1ccc(OC(F)F)cc1)NC1CCCCCCC1 | -22% | 5% | -24 | -6% | -8% | . |
| CN1C(=O)C(=C2CCCCCC2)SC1=S | -17% | -23% | -7 | -15% | -9% | -26% |
| COC(=O)c1ccccc1NC(=O)c1nn(-c2ccc(OC)cc2)c(=O)c2c1c1ccccc1n2C | 1% | . | 8 | 9% | . | . |
| CC1(C)CC(=O)C2=C(C1)Oc1ncn(CCCO)c(=N)c1C2c1ccccc1 (configuration not stated) | ? | -6% | ? | 1% | -16% | 0% |
| O=C(NCc1ccc(Cl)cc1)C1CCCN(c2nc3ccccc3n3cccc23)C1 (configuration not stated) | 26% | . | -1 | 12% | . | . |
| Cn1nc(C(F)(F)F)cc1C(=O)NC1CCCCCC1 | -7% | -7% | 6 | -5% | -5% | 0% |
| COc1ccc(-c2noc(-c3ccco3)n2)cc1OC | ? | 11µM* | 130 | -4% | 14% | 0% |
| CN(CC(=O)Nc1c(Cl)cccc1Cl)C(=O)C1CCN(C(=O)Nc2ccccc2)CC1 | ? | -3% | -16 | 7% | 9% | . |
| O=C(Nc1ccccc1Cl)C1CCN(Cc2cnn(-c3ccccc3)c2-n2cccc2)CC1 | 5% | ? | 5 | 1% | 2% | 3% |
| CCOC(=O)N1C(=O)[C@@](CC)(c2ccccc2)N1C(=O)OCC | ? | -11%[8.37 µM] | -10 | ? | -2% | -6% |
| Cc1cccc(NC(=S)NCc2ccc(F)cc2)c1C | ? | ? | -26 | 7% | -4% | -2% |
| Cc1sc(NC(=O)CCC(=O)O)c(C#N)c1C | 6% | 14% | 30 | 6% | 10% | 6% |
| C/C(=N\NC(=O)CC#N)C1COc2ccccc2O1 (configuration not stated) | 9% | -9% | -29 | -2% | 17% | -5% |
| Cc1cccc(OCC(=O)N/N=C/c2ccccc2C(=O)O)c1 | -14% | 21% | 53 | -6% | 5% | 2% |
| COc1ccc2nc(SC)c(C#N)cc2c1 | -4% | -17% | 0 | . | 1% | 0% |
| COCCN1CCc2c(C)nc3c(-c4ccc(OC)c(OC)c4)cnn3c21 | -4% | -29% | 50 | -1% | -1% | -5% |
| CC(C)(O)C#Cc1ccc(C(=O)NC(CCCNC(N)=O)C(=O)O)s1 (configuration not stated) | -5% | -3% | -28 | 6% | -1% | 4% |
| COC1CCCCC1NS(=O)(=O)c1ccc(Cl)cc1 (configuration not stated) | -8% | 3% | 26 | -9% | 9% | -4% |
| O=C1OC(N2CCN(C(=O)c3ccco3)CC2)c2ccccc21 (configuration not stated) | 3% | -1% | 31 | 0% | 8% | 4% |
| CCOc1ccc(-c2nn3c(-c4ccccc4)nnc3s2)cc1 | -12% | 10% | -6 | 0% | 25% | -2% |
| O=C(Cc1c(Cl)cccc1Cl)OCc1ccccn1 | -13% | 5% | ? | 2% | -22% | 5% |
| O=C(Cn1nc(Br)nc1Br)c1ccccc1 | 2% | 29% | 33 | -22% | 16% | 9% |
| Cc1noc(C)c1C(=O)Nc1nc2ccccc2s1 | -15% | ? | 48 | -1% | -1% | . |
| COc1ccc(NC(=O)Nc2ccccc2C(N)=O)cc1 | 0% | 8% | -26 | 19% | 3% | 0% |
| COc1cccc(CNC(=O)c2ccc(NS(=O)(=O)c3ccc4[nH]c(=O)[nH]c4c3)cc2)c1 | 5% | 4% | 20 | 5% | -7% | . |
| COc1cccc(COCC(O)Cn2cnc3cc(C)c(C)cc32)c1 (configuration not stated) | -2% | -18% | -12 | -1% | 3% | 20µM* |
| CC(=O)Nc1ccc(S(=O)(=O)NC2(C(F)(F)F)C(=O)Nc3c2c(=O)n(C)c(=O)n3C)cc1 (configuration not stated) | -1% | 11% | 1 | 10% | -10% | -1% |
| COc1ccc(OC)c(N(CC(=O)NCC2CCCO2)S(=O)(=O)c2ccccc2)c1 (configuration not stated) | -6% | 18% | -63* | -20% | 1% | -3% |
| COCCNC(=O)CN(Cc1ccccc1)S(=O)(=O)c1ccc2nc(C)sc2c1 | -5% | 13% | -61* | -11% | 3% | -2% |
| CS(=O)(=O)Nc1cccc(C2=NN(S(C)(=O)=O)C(c3ccccc3)C2)c1 (configuration not stated) | 3% | 17% | -29 | -12% | 25% | 1% |
| C=CCNC(=O)c1cc2c(=O)n3cccc(C)c3nc2s1 | 2% | 16% | . | -3% | 21% | 12% |
| CCOC(=O)C1CCN(C(=O)Cc2ccc(OC)c(OC)c2)CC1 | 9% | -21% | -28 | 34% | -7% | 12% |
| COc1ccccc1Nc1nc2ccccc2n2cnnc12 | 2% | ? | -2 | 10% | -5% | 0% |

Compounds from the list above containing a cyano group (3):
| SMILES | AmpC detergent | HCV inh | HCMV antiviral | Sm TGR inh | AMA1 RON2 block | FBPA Giardia inh |
| --- | --- | --- | --- | --- | --- | --- |
| Cc1sc(NC(=O)CCC(=O)O)c(C#N)c1C | 6% | 14% | 30 | 6% | 10% | 6% |
| C/C(=N\NC(=O)CC#N)C1COc2ccccc2O1 (configuration not stated) | 9% | -9% | -29 | -2% | 17% | -5% |
| COc1ccc2nc(SC)c(C#N)cc2c1 | -4% | -17% | 0 | . | 1% | 0% |

(list continues)
| SMILES | AmpC detergent | HCV inh | HCMV antiviral | Sm TGR inh | AMA1 RON2 block | FBPA Giardia inh |
| --- | --- | --- | --- | --- | --- | --- |
| O=C(O)c1cn(Cc2ccccc2)c2ccc(Cl)cc2c1=O | -3% | 20% | -31 | -2% | 1% | . |
| COCCn1c(SCC(=O)NC2CC2)nnc1-c1ccc(Cl)cc1 | ? | 16% | -1 | -7% | 5% | . |
| CCC(=O)N(C1=C(NC)C(=O)c2ccccc2C1=O)C(C)C | 6% | ? | -78* | -3% | -7% | -8% |
| N#Cc1c(C(F)(F)F)cc(-c2ccccc2Cl)[nH]c1=O | -10% | 9% | 63 | -28% | 8% | 16% |
| CN(C)C(=O)c1ccc(NC(=O)COC(=O)C2=COCCO2)cc1 | -7% | -10% | -6 | 0% | -7% | . |
| CC1CN(C(=O)Nc2cccc(Cl)c2)C2(CCCCCC2)O1 (configuration not stated) | 9% | 2% | -16 | ? | -1% | -17% |
| Cc1sc2ncnc(N3CCC(C(=O)Nc4ccc(S(N)(=O)=O)cc4)CC3)c2c1C | 0% | ? | -79* | -7% | -1% | . |
| COC(=O)c1ccc(NC(=S)NN2CCOCC2)cc1 | 2% | 15% | 35 | -34% | 49%[activator] | -21% |
| O=C(Nc1ccccc1N1CCCC1)c1cccc(-c2cc3ccccc3oc2=O)c1 | ? | ? | 41 | -6% | -21% | -8% |
| COc1cc(Nc2nc3c(N)cc(C(F)(F)F)cc3nc2-c2ccccc2)cc(OC)c1OC | . | ? | 14 | . | 2% | . |
| O=C(Nc1nnc(-c2ccncc2)o1)c1ccccc1F | -4% | -19% | 23 | 2% | -5% | ? |
| CC(NC(=O)c1ccccc1)C(=O)N/N=C/c1ccc(O)cc1 (configuration not stated) | 1% | 24% | -33 | 9% | -2% | 2% |
| COc1ccc(NS(=O)(=O)c2cc(NC(=O)/C=C/c3cc(OC)c(OC)c(OC)c3)ccc2N2CCCCC2)cc1 | ? | -18% | 17 | 0% | 1%[11.6 µM] | -12% |
| Cc1cc(C(N)=O)c2cc(Br)ccc2n1 | 1% | -3% | -35 | -4% | 5% | 9% |
| CCC(O)(CC)C(=O)NN(C(=O)Nc1csc2c1CCCC2)c1ccccc1 | -7% | -17% | -30 | -2% | 3% | 1% |

Random excerpt: two entries already listed, in no set order.
| SMILES | AmpC detergent | HCV inh | HCMV antiviral | Sm TGR inh | AMA1 RON2 block | FBPA Giardia inh |
| --- | --- | --- | --- | --- | --- | --- |
| CC1CN(C(=O)Nc2cccc(Cl)c2)C2(CCCCCC2)O1 (configuration not stated) | 9% | 2% | -16 | ? | -1% | -17% |
| O=C(O)c1cn(Cc2ccccc2)c2ccc(Cl)cc2c1=O | -3% | 20% | -31 | -2% | 1% | . |

New compounds follow.
| SMILES | AmpC detergent | HCV inh | HCMV antiviral | Sm TGR inh | AMA1 RON2 block | FBPA Giardia inh |
| --- | --- | --- | --- | --- | --- | --- |
| COc1cc2nc(COc3ccccc3[N+](=O)[O-])oc(=O)c2cc1OC | ? | 9% | -35 | -27% | -1% | -4% |
| CCCc1cc(=O)n2[nH]cc(-c3ccc(Cl)cc3)c2n1 | -10% | ? | -96* | -14% | 52%[activator] | 6% |
| O=C(Cc1ccc([N+](=O)[O-])cc1)NCc1ccc2c(c1)OCO2 | 0% | -5% | 12 | 6% | -1% | 4% |
| COC(=O)[C@@H](Cc1ccccc1)N(Cc1ccccc1)S(=O)(=O)N(Cc1ccccc1)[C@H](Cc1ccccc1)C(=O)OC | . | -14%[8.37 µM] | -96* | . | -18% | . |
| Cc1cccc(NC(=S)NCCN2CCOCC2)c1 | -4% | 1% | -35 | -10% | 27% | -6% |
| COc1ccc(N(CC(=O)NCc2cccs2)S(=O)(=O)c2c(C)n[nH]c2C)cc1 | -10% | -2% | -13 | -2% | 0% | 2% |
| Cc1c(N=C2C=CC(=O)c3ccccc32)c(=O)n(-c2ccccc2)n1C | -1% | -4% | -11 | 13µM* | -11% | 18µM* |
| CC(=O)NC1CC2CCC(C1)N2Cc1ccc(C)cc1 (configuration not stated) | -16% | -10% | -3 | -1%[11.4 µM] | -7% | -1% |
| O=C(NCC(=O)N1CCCC(C(F)(F)F)C1)c1ccc2ccccc2c1 (configuration not stated) | ? | 19% | -3 | 7% | -5% | . |
| CCCCNC(=O)Cc1c(O)c2ccccc2[nH]c1=O | -1% | 11% | 26 | -9% | -14% | 0% |
